Screens: PubChem BioAssay, National Center for Advancing Translational Sciences (NCATS)
B2AR arrestin: beta2AR (human) beta-arrestin recruitment activity; P07550; beta-arrestin recruitment to beta2AR, cell-based reporter; Potency, µM (series often up to 46.1 µM), without a hit: at the top dose activation, hits mostly activators; 0.02% of 330,000 active; AID 492947;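 note: potency is the fitted concentration of half-maximal effect; 0% = DMSO controls and full agonism = EC100 isoproterenol or metaproterenol; nearly all actives have a fitted effect of over 65% in size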
Tb PFK inh: inhibitors of T. brucei phosphofructokinase; O15648; T. brucei PFK, ADP-Glo luminescence; Potency, µM (doses to about 57.5 µM), inactives show top-dose activity, negative = inhibition, actives largely listed as inhibitors; 0.17% of 330,000 active;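 note: potency is the fitted concentration of half-maximal effect; 0% = uninhibited 1x PFK enzyme wells and -100% = no-enzyme wells; nearly all actives have a fitted effect of over 60% in size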
Target sequence (O15648 whole entry, looked up): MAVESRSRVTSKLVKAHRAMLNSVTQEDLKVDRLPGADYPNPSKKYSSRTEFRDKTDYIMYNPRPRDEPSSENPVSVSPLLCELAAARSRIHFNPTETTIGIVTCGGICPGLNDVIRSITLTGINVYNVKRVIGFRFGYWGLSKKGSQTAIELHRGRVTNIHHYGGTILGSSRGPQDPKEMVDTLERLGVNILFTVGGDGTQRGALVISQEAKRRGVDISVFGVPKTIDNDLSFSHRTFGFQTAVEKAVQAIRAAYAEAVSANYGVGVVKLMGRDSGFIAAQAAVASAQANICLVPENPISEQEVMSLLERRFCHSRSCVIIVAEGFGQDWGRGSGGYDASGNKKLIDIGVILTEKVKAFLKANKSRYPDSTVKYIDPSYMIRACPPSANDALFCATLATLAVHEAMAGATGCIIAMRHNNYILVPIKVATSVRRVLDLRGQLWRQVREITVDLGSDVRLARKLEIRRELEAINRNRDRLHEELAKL
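ADP-Glo luminescence quantified ADP after 45 min at room temperature, with 1.25 nM T. brucei PFK, 0.1 mM ATP and 0.5 mM fructose-6-phosphate in pH 8.0 TEA buffer. qHTS titrations up to 57 µM; curves classified by quality.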
TSG101-PTAP inh: blocks PTAP/TSG101 interaction to inhibit HIV-1 budding | AID 493005 | Fluorescence polarization, FITC-PTAP peptide / Tsg101 binding | Potency, µM (highest dose often 115 µM), inactives show at the highest dose activity change, negative = inhibition, hits mostly inhibitors | 340,000 tested, under 10 active | Q99816; active = well fitted inhibition curve with a large enough effect in the main read-out, with a control signal flat, not every such curve was filed as active; inconclusive = small, poorly fitted or top-dose-only effect, or effect the other way, or a change in a side signal; inactive = no such curve, though single readings can be large or run the other way; note: potency is the fitted concentration of half-maximal effect; % of control where 0% means no effect
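Tsg101 binding domain (10 uM final) was mixed with compound and a FITC-labeled PTAP peptide (50 nM final) in HEPES pH 7.5 buffer with NaCl, Tween 20, EDTA and TCEP; fluorescence polarization was read after 20 min at r.t.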
Menin MLL FP TR: displaces Texas Red mutant MLL peptide from human menin; O00255; Menin + Texas Red MLL mutant peptide, fluorescence polarization; Potency, µM (series often up to 61.6 µM), without a hit: at the highest dose FP activity change, negative = inhibition, hits mostly inhibitors; 0.23% of 270,000 active; AID 1768; active = well fitted inhibition curve with a large enough effect in the polarisation, with a control signal flat, not every such curve was filed as active; inconclusive = small, poorly fitted or top-dose-only effect, or effect the other way, or a change in a side signal; inactive = no such curve, though single readings can be large or run the other way; the % refers to the polarisation; note: potency is the fitted concentration of half-maximal effect; % of control where 0% means no effect; many of its hits are not listed in these tables
Integrin act MD: activates integrin-mediated alleviation for muscular dystrophy | alpha7betagal myoblasts, beta-gal FDG fluorescence, 48 h | AID 624291 | 0.064% of 350,000 active | Potency, µM (top dose mostly 38.3 µM), for the others: at the top dose activation, most hits filed as activators;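 note: potency is the fitted concentration of half-maximal effect; 100% = response of the positive control SU9516; nearly all actives have a fitted effect of over 60% in size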
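alpha7betagal+/- myoblasts (passage 13, 250/well) treated 48 h at 37C with compounds at 1:260 dilution of DMSO stock. Lysed, then beta-galactosidase activity read as FDG fluorescence (ex 480/em 540) after 30 min, with pre-read for autofluorescence.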
FBPA coupling cs: coupling enzyme interference in Giardia aldolase counter-screen; coupling enzyme system counterscreen, AmpLite Red fluorescence; activity change, negative = inhibition, % at 58.2 µM, hits read low; 0.67% of 290,000 active; in the data active = activity change below about -30%; note: % is set by controls: 0 for no effect and ±100 for the full control effect
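Counterscreen lacking aldolase: glyceraldehyde-3-phosphate coupling-enzyme reagent preincubated 10 min at RT with compound (at 57.5 uM final), then substrate/coupling system with AmpLite Red added; fluorescence read at 525/598 nm after 20 min RT.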
BCR signal inh: blocks chronic active B-cell receptor signaling; ABC-DLBCL IkBa-CBG/CBR reporter, luminescence ratio, 4 h; Potency, µM (doses to about 46.1 µM), for the others: at the top dose ratio change, negative = lower green/red ratio, usual class: inhibitors; 0.05% of 340,000 active; AID 493014; active = well fitted inhibition curve with a large enough effect in the signal ratio, with a control signal flat, not every such curve was filed as active; inconclusive = small, poorly fitted or top-dose-only effect, or effect the other way, or a change in a side signal; the % refers to the signal ratio;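 note: potency is the fitted concentration of half-maximal effect; plate controls were basal doxycycline-induced cells for no effect and cells given 10 µM MG132 for full effect; MG132 reads +100%, hits lower the ratio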
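Concentration-response series (up to 46 uM) were applied to TMD8 dual-reporter cells for 4 h at 37C with doxycycline. Green/red ratio, after filter-overlap correction, defined %Activity; red signal alone was normalised to basal cells and zero luminescence.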
Giardia kill: kills Giardia lamblia | Giardia lamblia trophozoite viability | activity change, % at 7.66 µM, hits read low | 0.15% of 340,000 active | AID 540267; in the data active = activity change below about -80%; inconclusive = between about -30% and that limit;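 note: parasites exposed to compound for two days anaerobically before the ATP read; % is set by controls: 0 for no effect and ±100 for the full control effect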
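Luminescent ATP signal served as the viability read-out, measured 15-30 min after adding ATP detection reagent to trophozoites that had been incubated with compounds for 48 hrs at 37 deg C anaerobically at 100 cells/well.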
PKM2 activator: activators of human pyruvate kinase M2 | P14618 | 0.34% of 260,000 active | Potency, µM (highest dose often 57.5 µM), without a hit: at the top dose activation, hits mostly activators | purified PKM2, Kinase-Glo ATP luminescence, activation; response scale: 0% is enzyme alone, no compound | AID 1631; note: potency is the fitted concentration of half-maximal effect; % is set by controls: 0 for no effect and ±100 for the full control effect; nearly all actives have a fitted effect of over 55% in size
Target sequence (P14618 whole entry, looked up): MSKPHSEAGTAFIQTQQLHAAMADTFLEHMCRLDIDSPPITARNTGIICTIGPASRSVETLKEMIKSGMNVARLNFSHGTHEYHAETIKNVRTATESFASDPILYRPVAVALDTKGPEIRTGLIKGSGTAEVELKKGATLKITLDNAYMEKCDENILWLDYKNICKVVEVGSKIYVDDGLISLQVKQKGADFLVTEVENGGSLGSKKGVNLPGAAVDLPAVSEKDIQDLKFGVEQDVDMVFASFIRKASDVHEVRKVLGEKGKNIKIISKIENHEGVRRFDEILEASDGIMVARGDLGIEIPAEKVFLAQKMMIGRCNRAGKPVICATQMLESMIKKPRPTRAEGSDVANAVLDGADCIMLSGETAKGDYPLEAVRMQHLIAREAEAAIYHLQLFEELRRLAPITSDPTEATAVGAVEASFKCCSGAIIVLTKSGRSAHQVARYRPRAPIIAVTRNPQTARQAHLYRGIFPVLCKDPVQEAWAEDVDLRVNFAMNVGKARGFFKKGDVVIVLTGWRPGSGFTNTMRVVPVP
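Purified hPK-M2 (>95%) run at intermediate activity with 0.1 mM ADP and 0.5 mM PEP in 50 mM imidazole pH 7.2, KCl, MgCl2; 1 h room temperature. ATP formed read by Kinase-Glo luminescence; normalized to uninhibited and no-enzyme controls.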
S-ASM inh: blocks human secretory acid sphingomyelinase. Potency, µM (highest dose often 57.5 µM), inactives show at the highest dose activity change, negative = inhibition, hits mostly inhibitors. P17405. 0.006% of 340,000 active. AID 504937. placental ASM, HMU-PC fluorogenic substrate, 60 min; note: potency is the fitted concentration of half-maximal effect
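Human placenta-derived ASM preincubated with compound 10 min at room temperature, then reacted with 9 uM (final) fluorogenic HMU-PC substrate for 60 min at 37 C. Stop solution raises pH to 10; fluorescence read at Ex 386/Em 447 nm.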
GALK inhibitor: galactokinase (human) inhibition | P51570 | Purified GALK, Kinase-Glo residual ATP luminescence | Potency, µM (series often up to 57.5 µM), without a hit: at the highest dose activity change, negative = inhibition, actives largely listed as inhibitors | 0.007% of 270,000 active | AID 1868; note: potency is the fitted concentration of half-maximal effect; % is set by controls: 0 for no effect and ±100 for the full control effect
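Luminescence from leftover ATP (Ultra-Glo luciferase/luciferin) served as read-out after a 1 h room-temperature reaction of 5 nM GALK with 35 uM ATP and 100 uM galactose.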
* hit, by the source's call; [ ] = another dose, or the depositor's remark. Unless noted, calls come from the whole dose curve; as a rule, active = well fitted curve in the direction sought with a large enough effect; inconclusive = small, poorly fitted or top-dose-only effect, or another doubt; inactive = no such curve, though single readings can be large; an effect the other way counts as inactive or inconclusive. A portion of the library, so the mix of outcomes need not match the whole.

Screening CC(=O)N1N=C(c2cccc(Cl)c2)OC1c1cccc([N+](=O)[O-])c1 (centres undefined) returned B2AR arrestin -0.5%, Tb PFK inh 0.4%, TSG101-PTAP inh 1.1%, Menin MLL FP TR -9.4%, Integrin act MD 12.4%, FBPA coupling cs 4.0, BCR signal inh -2.9%, Giardia kill -9.0, PKM2 activator 6.8%, S-ASM inh -2.3% and GALK inhibitor 1.7%.
Screening CCCCSc1nnc(-c2ccc(OC)cc2)n1C returned B2AR arrestin -0.2%, Tb PFK inh -1.5%, TSG101-PTAP inh -6.7%, Menin MLL FP TR -12.2%, Integrin act MD -9.3%, FBPA coupling cs 18.2, BCR signal inh inconclusive, Giardia kill -9.3, PKM2 activator -5.2%, S-ASM inh -1.1% and GALK inhibitor 0.0%.
For NC(=O)c1ccc(/C=N/O)[n+](Cc2ccccc2)c1 the results were B2AR arrestin -0.2%, Tb PFK inh 1.9%, TSG101-PTAP inh 0.3%, Menin MLL FP TR 15.4%, Integrin act MD -25.7%, FBPA coupling cs 0.6, BCR signal inh 0.1%, Giardia kill -18.7, PKM2 activator 0.7%[11.5 µM], S-ASM inh -0.9% and GALK inhibitor -4.5%.
`CC(=O)c1ccc(NC(=O)NC2CC(=O)N(c3ccc4c(c3)OCCO4)C2)cc1` (centres undefined) gave B2AR arrestin 0.0%, Tb PFK inh -0.8%, TSG101-PTAP inh -4.3%, Integrin act MD -32.5%, BCR signal inh -7.2%, Giardia kill -3.6 and S-ASM inh 4.2%.
For Cc1ccc(C2(C)NC(=O)N(CC(=O)Nc3nc(-c4ccccn4)cs3)C2=O)cc1 (centres undefined) the results were B2AR arrestin -1.9%, Tb PFK inh -24.3%, TSG101-PTAP inh 0.1%, Integrin act MD -0.7%, BCR signal inh inconclusive and Giardia kill 1.2.
Cc1cc(/C=C(\C#N)C(=O)NCc2cccs2)c(C)n1-c1ccccc1F was read as B2AR arrestin 6.0%, Tb PFK inh 0.6%, TSG101-PTAP inh 1.0%, Menin MLL FP TR 14.1%, Integrin act MD -29.2%, FBPA coupling cs -1.1, BCR signal inh inconclusive, Giardia kill 3.4, PKM2 activator 2.0%, S-ASM inh 18.5% and GALK inhibitor -0.9%.
For CN(C)S(=O)(=O)c1cccc(NC(=O)COc2cccc(C#N)c2)c1 the results were B2AR arrestin -0.4%, Tb PFK inh 0.3%, TSG101-PTAP inh 0.3%, Menin MLL FP TR -5.8%, Integrin act MD 21.7%, FBPA coupling cs -2.0, BCR signal inh inconclusive, Giardia kill 11.2, PKM2 activator -10.2% and GALK inhibitor 1.7%.
For COc1cc(NC(=O)Cn2cnc(S(=O)(=O)N3CCC(C)CC3)c2)cc(OC)c1OC the results were B2AR arrestin -0.7%, Tb PFK inh -3.0%, TSG101-PTAP inh -2.2%, Integrin act MD -14.9%, BCR signal inh 0.7%, Giardia kill 0.9, S-ASM inh -1.3% and GALK inhibitor 1.6%.
For CN1CCN(c2ccc(S(=O)(=O)N3CCCCC3)cc2NC(=O)COc2cccc(Cl)c2)CC1 the results were B2AR arrestin -0.8%, Tb PFK inh 14.3%, TSG101-PTAP inh -0.2%, Integrin act MD -2.5%, BCR signal inh 0.1% and Giardia kill 10.1.
For O=C1Nc2ccccc2N(O)N1c1cc(-c2ccc(Cl)cc2)[nH]n1 the results were B2AR arrestin 0.0%, Tb PFK inh 12.7%, TSG101-PTAP inh -1.4%, Menin MLL FP TR 6.9%, Integrin act MD 3.4%, FBPA coupling cs -0.5, BCR signal inh -13.4%, Giardia kill 3.7, PKM2 activator -3.4%, S-ASM inh 2.4% and GALK inhibitor -4.2%.
CCc1nn(C(C)C(=O)NCCN2CCN(c3cccc(C)c3C)CC2)c(=O)c2cc3occc3n12 (centres undefined) was read as B2AR arrestin -0.1%, Tb PFK inh -1.7%, TSG101-PTAP inh -5.1%, Menin MLL FP TR 3.5%, Integrin act MD -31.8%, FBPA coupling cs 7.9, BCR signal inh -13.7%, Giardia kill 0.5, PKM2 activator -5.7%, S-ASM inh 0.1% and GALK inhibitor 0.6%.
For CC1CCCC(C)N1C(=O)COC(=O)CSc1ccc(C(N)=O)cc1[N+](=O)[O-] (centres undefined) the results were B2AR arrestin -0.6%, Tb PFK inh 2.4%, TSG101-PTAP inh -2.2%, Integrin act MD -10.8%, BCR signal inh 16.1%, Giardia kill 2.2 and S-ASM inh 1.5%.
Screening CSCCC1NC(=S)N(Cc2ccccc2)C1=O (centres undefined) returned B2AR arrestin -0.5%, Tb PFK inh 0.3%, TSG101-PTAP inh -0.5%, Menin MLL FP TR 18.3%, Integrin act MD inconclusive, FBPA coupling cs 4.3, BCR signal inh 2.0%, Giardia kill -9.3, S-ASM inh 0.1% and GALK inhibitor -2.4%.
For O=S1(=O)N=C(N2CCN(Cc3ccccc3)CC2)c2ccccc21 the results were B2AR arrestin 0.1%, Tb PFK inh -4.4%, TSG101-PTAP inh -7.5%, Menin MLL FP TR -3.1%, Integrin act MD 0.2%, FBPA coupling cs 0.5, BCR signal inh 2.0%, Giardia kill 11.5, PKM2 activator -5.4%, S-ASM inh 6.3% and GALK inhibitor -0.3%.
COc1cc(OC)cc(C(=O)NNC(=S)NCc2ccco2)c1 was read as B2AR arrestin -0.4%, Tb PFK inh 3.6%, TSG101-PTAP inh 5.9%, Menin MLL FP TR -0.2%, Integrin act MD -9.8%, FBPA coupling cs 4.3, BCR signal inh -4.0%, Giardia kill 0.0, PKM2 activator -17.2%, S-ASM inh 5.7% and GALK inhibitor 0.4%.
OC(c1nc2ccc(F)cc2[nH]1)C(O)c1nc2ccc(F)cc2[nH]1 (centres undefined) was read as B2AR arrestin -0.4%, Tb PFK inh -2.8%, TSG101-PTAP inh -11.9%, Menin MLL FP TR -17.6%, Integrin act MD inconclusive, FBPA coupling cs -6.7, BCR signal inh -1.1%, Giardia kill -8.2, S-ASM inh -5.2% and GALK inhibitor 3.3%.
Screening Cc1ccc(C)c(C(=O)NC(C)CCc2ccccc2)c1 (centres undefined) returned B2AR arrestin -0.2%, Tb PFK inh -5.9%, TSG101-PTAP inh -0.6%, Menin MLL FP TR -12.9%, Integrin act MD -8.1%, FBPA coupling cs 1.8, BCR signal inh 0.5%, Giardia kill -1.2, PKM2 activator -1.3%, S-ASM inh -3.2% and GALK inhibitor -2.4%.
For CCOC(=O)CSC1=C(C#N)C(=O)NC(c2ccc(OC)cc2)S1 (centres undefined) the results were B2AR arrestin -0.2%, Tb PFK inh inconclusive, TSG101-PTAP inh -7.0%, Menin MLL FP TR 7.4%, Integrin act MD 11.2%, FBPA coupling cs 1.6, BCR signal inh inconclusive, Giardia kill -17.7, PKM2 activator -15.8%, S-ASM inh 0.2% and GALK inhibitor -3.0%.
COc1cccc(CNC(=O)c2nnn(CC(=O)Nc3ccc(Br)cc3)c2N)c1 was read as B2AR arrestin -0.4%, Tb PFK inh -0.5%, TSG101-PTAP inh -1.0%, Menin MLL FP TR inconclusive, Integrin act MD 11.9%, FBPA coupling cs -0.1, BCR signal inh -0.6%, Giardia kill -14.7, S-ASM inh 4.2% and GALK inhibitor 7.3%.
`CCC/C(=C1/c2ccccc2C(=O)N1c1ccccc1)c1ccc2c(c1)OCCO2` gave B2AR arrestin 2.5%, Tb PFK inh -2.2%, Integrin act MD -17.7%, BCR signal inh -20.7%, Giardia kill 0.8 and S-ASM inh -1.0%.
Screening COc1ccc(Nc2nc(N)nc(CN3CCC(Cc4ccccc4)CC3)n2)cc1 returned B2AR arrestin -1.0%, Tb PFK inh -0.4%, TSG101-PTAP inh -2.2%, Menin MLL FP TR -6.3%, Integrin act MD -62.1%[inhibitor], FBPA coupling cs 0.4, BCR signal inh 4.6%, Giardia kill 7.9, PKM2 activator -4.4%, S-ASM inh -0.7% and GALK inhibitor -0.6%.
Screening O=C(Nc1ccncc1)C1COc2ccccc2O1 (centres undefined) returned B2AR arrestin 0.2%, Tb PFK inh -16.4%, TSG101-PTAP inh -6.8%, Menin MLL FP TR -0.9%, Integrin act MD 18.7%, FBPA coupling cs 1.0, BCR signal inh 4.0%, Giardia kill -3.4, PKM2 activator -10.2%, S-ASM inh 1.8% and GALK inhibitor -0.4%.
